# High-throughput results as filed in PubChem BioAssay.
# GRIN3A LBD mod: binders of NR3A ligand-binding domain, primary screen, biophysical, differential scanning fluorimetry, uHTS; Glutamate receptor ionotropic, NMDA 3A (GRIN3A) ligand-binding domain; NR3A LBD differential scanning fluorimetry, Tm shift; 0% = protein alone, 100% = glycine-bound protein; Tm shift relative to glycine control, % at 25 µM; 340,000 compounds, 2.5% hits; AID 1259313, 2017;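 active = melting temperature shift of at least 10% of the positive control shift, at one fixed dose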
# hIAP inh: human IAP inhibitors, primary screen, biochemical, luminescence, uHTS; Intestinal-type alkaline phosphatase (Homo sapiens), P09923; purified IAP, CDP-Star luminescence, 30 min; inhibition, % at 10 µM; 330,000 compounds, 0.12% hits;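 active = inhibition reaching a set limit with compound at 10 µM in the primary screen, cut at about 35% in these data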;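 also: plate controls were DMSO wells with enzyme for no effect and no-enzyme buffer wells for full effect; values of inactives mirror those of a sister screen read the other way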
# Target sequence (P09923 whole entry, looked up): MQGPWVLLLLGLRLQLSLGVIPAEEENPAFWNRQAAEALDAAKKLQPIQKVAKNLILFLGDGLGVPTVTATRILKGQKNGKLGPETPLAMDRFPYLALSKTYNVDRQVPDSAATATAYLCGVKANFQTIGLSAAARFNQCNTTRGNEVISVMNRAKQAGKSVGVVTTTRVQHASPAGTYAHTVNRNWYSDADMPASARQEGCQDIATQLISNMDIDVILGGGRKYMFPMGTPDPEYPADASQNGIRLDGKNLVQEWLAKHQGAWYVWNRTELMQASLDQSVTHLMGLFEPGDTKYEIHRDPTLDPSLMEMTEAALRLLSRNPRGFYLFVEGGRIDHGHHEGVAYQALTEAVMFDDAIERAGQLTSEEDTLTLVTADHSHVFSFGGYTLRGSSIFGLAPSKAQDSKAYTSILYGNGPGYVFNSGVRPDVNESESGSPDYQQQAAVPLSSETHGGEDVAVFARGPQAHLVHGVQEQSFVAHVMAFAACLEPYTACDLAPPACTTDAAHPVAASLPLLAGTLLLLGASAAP
# MPTP inh: mitochondrial permeability transition pore inhibitors, primary screen, biochemical, isolated mouse mitochondria, absorbance. inhibition, % at 10 µM. Ca2+ swelling absorbance, 30 min. 360,000 compounds, 1.4% hits;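 active = inhibition of 50% or more, scaled per plate between neutral and stimulator controls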;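 also: 0% = DMSO wells given calcium and 100% = 1 mM EGTA wells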
# A3A deaminase: APOBEC3A ssDNA deaminase inhibitors, primary screen, selectivity assay for APOBEC3G inhibitor project, biochemical, FAM/TAMRA oligo cleavage fluorescence | recombinant A3A, FAM/TAMRA ssDNA deamination fluorescence | inhibition, % at 20 µM | 330,000 compounds, 0.41% hits | AID 493011, 2011;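 active = at least 40% inhibition at 20 µM here, with at most 30% in a related deaminase screen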;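 also: plate controls were A3A with DMSO for no effect and wells lacking A3A enzyme for full effect; some results filed as inactive read as strong as hits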
# Target sequence (P31941 whole entry, looked up): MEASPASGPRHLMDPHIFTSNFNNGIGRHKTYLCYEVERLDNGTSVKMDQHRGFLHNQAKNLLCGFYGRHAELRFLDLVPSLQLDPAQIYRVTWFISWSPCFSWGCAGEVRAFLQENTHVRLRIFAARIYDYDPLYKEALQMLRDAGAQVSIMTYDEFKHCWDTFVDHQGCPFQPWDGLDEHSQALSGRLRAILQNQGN
# APOBEC3G inh: APOBEC3G DNA deaminase inhibitors, primary screen, biochemical, fluorescence, single-stranded DNA substrate, uHTS | recombinant A3G, ssDNA deamination FAM/TAMRA fluorescence | inhibition, % at 20 µM | 330,000 compounds, 0.28% hits;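 active = inhibition of at least 40% at 20 µM, with no more than 30% in the related APOBEC3A deaminase screen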;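 also: plate controls were DMSO wells with A3G for no effect and wells lacking A3G enzyme for full effect; some compounds called inactive have numbers as strong as hits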
# Target sequence (Q9HC16 whole entry, looked up): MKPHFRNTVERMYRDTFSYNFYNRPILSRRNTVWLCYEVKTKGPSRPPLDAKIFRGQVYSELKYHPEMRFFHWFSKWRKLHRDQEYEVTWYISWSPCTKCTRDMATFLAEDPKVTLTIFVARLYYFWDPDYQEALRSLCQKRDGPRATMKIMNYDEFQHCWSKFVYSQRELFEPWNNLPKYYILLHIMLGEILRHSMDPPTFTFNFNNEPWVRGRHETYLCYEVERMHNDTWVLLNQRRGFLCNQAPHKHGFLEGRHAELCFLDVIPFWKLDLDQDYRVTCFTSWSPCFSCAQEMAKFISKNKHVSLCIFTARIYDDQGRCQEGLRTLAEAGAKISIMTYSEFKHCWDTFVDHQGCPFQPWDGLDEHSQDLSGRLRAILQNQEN
# MIN6 prolif: inducers of MIN6 beta-cell proliferation, primary screen, ATP luminescence, uHTS; MIN6 cells proliferation, ATPlite luminescence, 48 h; cells starved in 0.2% serum; 100% = growth in 10% serum; proliferation, % at 10 µM; 330,000 compounds, 0.29% hits; AID 2380, 2010;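 active = compounds whose signal lies at least 3.5 SD above the mean of all wells on their plate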;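 also: 0% = DMSO-treated cells in low-serum medium and 100% = 10% serum control; some compounds called inactive have numbers as strong as hits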
# mIAP block: inhibitors of mouse IAP, primary screen, biochemical, luminescence, uHTS; purified mouse IAP, CDP-Star luminescence, 30 min; inhibition, % at 10 µM; 330,000 compounds, 0.2% hits;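 active = inhibition of at least 40% at 10 µM in the primary screen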;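 also: plate controls were DMSO with enzyme for no effect and no enzyme wells for full effect; values of inactives mirror those of a sister screen read the other way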
# mIAP activ: activators of mouse IAP, primary screen, biochemical, luminescence, uHTS | AID 2805, 2010 | muIAP, CDP-Star luminescence, 30 min; hits give high values; 1 = vehicle-only enzyme signal, 0 = enzyme-free wells | activation factor at 10 µM | 330,000 compounds, 0.24% hits;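 active = activation factor of at least 2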; also: the source names both 10 and 20 µM as test concentration; values of inactives mirror those of a sister screen read the other way
#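 also added = chemiluminescent substrate CDP-Star | test system = mouse IAP enzyme | signal = chemiluminescence readout | compound = DMSO-dissolved test compounds | incubation = 30 min at room temperature | benchmarks = DMSO wells, no-enzyme wells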
# hIAP activ: human IAP activators, primary screen, biochemical, luminescence, uHTS; Intestinal-type alkaline phosphatase (Homo sapiens), P09923; purified human IAP, CDP-Star luminescence, 30 min; hits give high values; 1 = vehicle-only enzyme, 0 = enzyme-free background; activation factor at 10 µM; 330,000 compounds, 0.16% hits; AID 2524, 2010;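 active = activation factor of the enzyme at least 2-fold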; also: the source names both 10 and 20 µM as test concentration; values of inactives mirror those of a sister screen read the other way
# An asterisk follows results filed as active. Compounds as they come; 5% or so of the library scored in one or more.
# Preview (6 entries):
SMILES,GRIN3A LBD mod,hIAP inh,MPTP inh,A3A deaminase,APOBEC3G inh,MIN6 prolif,mIAP block,mIAP activ,hIAP activ
COC(=O)c1cc2sc(Cl)cc2n1CC(=O)NCCC(C)C,-1,-15,0.2,1,-5,4,-5,1.1,1.1
Cc1ccc(C)c(NC(=O)C(CC(=O)O)Cc2ccccc2)c1 (stereo unspecified),2,-6,-0.1,1,-2,-4,5,0.95,1.1
O=C(O)c1cc(CN2CCOCC2)oc1-c1ccccc1,1,15,0.1,1,-5,0,-1,1,0.85
Cc1ccc(C)c(-c2cc(C(=O)N/N=C/c3cccnc3)c3ccccc3n2)c1,-1,13,1.2,-2,-9,0,10,0.9,0.87
Cc1ccc(C2(c3ccccc3)NC(=O)N(CC(=O)NC3CCCCC3)C2=O)cc1C (stereo unspecified),1,4,-1.1,14,-9,-6,-4,1,0.96
COc1ccc(-n2c(SCC(=O)Nc3ccccc3)nnc2-c2ccc(NS(=O)(=O)c3ccc(C)cc3)cc2)cc1,-3,3,-1.9,0,-3,-2,13,0.87,0.97

# Main list, repeating the preview:
SMILES,GRIN3A LBD mod,hIAP inh,MPTP inh,A3A deaminase,APOBEC3G inh,MIN6 prolif,mIAP block,mIAP activ,hIAP activ
COC(=O)c1cc2sc(Cl)cc2n1CC(=O)NCCC(C)C,-1,-15,0.2,1,-5,4,-5,1.1,1.1
Cc1ccc(C)c(NC(=O)C(CC(=O)O)Cc2ccccc2)c1 (stereo unspecified),2,-6,-0.1,1,-2,-4,5,0.95,1.1
O=C(O)c1cc(CN2CCOCC2)oc1-c1ccccc1,1,15,0.1,1,-5,0,-1,1,0.85
Cc1ccc(C)c(-c2cc(C(=O)N/N=C/c3cccnc3)c3ccccc3n2)c1,-1,13,1.2,-2,-9,0,10,0.9,0.87
Cc1ccc(C2(c3ccccc3)NC(=O)N(CC(=O)NC3CCCCC3)C2=O)cc1C (stereo unspecified),1,4,-1.1,14,-9,-6,-4,1,0.96
COc1ccc(-n2c(SCC(=O)Nc3ccccc3)nnc2-c2ccc(NS(=O)(=O)c3ccc(C)cc3)cc2)cc1,-3,3,-1.9,0,-3,-2,13,0.87,0.97
CCN(CC)S(=O)(=O)c1ccc2[nH]cc(C(=O)NC3CC3)c(=O)c2c1,1,-6,1.0,0,-6,2,5,0.95,1.1
c1ccc(NC2=NCCN2CC2CCCC2)cc1,-4,1,0.9,2,-4,-2,-1,1,0.99
CN(C)c1ccc(CNC(=O)CCS(=O)(=O)c2ccc3c(c2)n(C)c(=O)c(=O)n3C)cc1,-4,-3,0.0,7,6,-3,1,0.99,1
COCCN(CCOC)Cc1c(C)[nH]c2c(C)c(C)ccc2c1=O,-2,-3,-0.6,2,1,-2,3,0.97,1
Cc1ccc(-n2c(COc3cccc(C)c3)n[nH]c2=S)cc1,-1,-19,-0.5,-5,-8,-1,-2,1,1.2
CCN(CC)S(=O)(=O)c1cccc(-c2nnc(SCCCC(=O)c3ccc(F)cc3)o2)c1,3,16,8.4,2,1,-2,8,0.92,0.84
CCOC(=O)c1c[nH]c2ccc3ccccc3c2c1=O,-2,-32,1.2,-1,0,3,0,1,1.3
Cc1ccc(/C=N/NC(=O)c2ccccc2OCc2cccc(Br)c2)o1,-3,-8,0.8,0,-5,-5,8,0.92,1.1
CCn1c(=O)cc(SCC(=O)Nc2ccc(OC)c(OC)c2)c2ccccc21,-3,7,23,-2,-4,-1,-9,1.1,0.93
O=C(CCC(=O)N/N=C/c1c[nH]c2ccccc12)NCc1ccccc1,4,10,0.6,-1,1,0,-1,1,0.9
O=C(Nc1nc2nc(-c3ccccc3)cc(-c3ccccc3)n2n1)c1ccco1,-3,-14,-0.6,2,0,-2,-3,1,1.1
O=C(NN1C(=O)c2ccccc2C1=O)c1ccncc1,-1,5,-2.6,2,-9,-2,-11,1.1,0.95
CC(=O)N1CCC2(CC1)CC(=O)c1cc(OCC(=O)N3CCCC3)ccc1O2,1,-7,-0.1,-6,-1,-1,-2,1,1.1
N#Cc1ccc(NC(=O)CSc2cn[nH]n2)cc1,0,3,-0.1,-4,-17,-3,6,0.94,0.97
CCn1c(NCc2ccc(OC)cc2)nc2ccccc21,-1,-21,1.9,-3,-8,-2,2,0.98,1.2
CCC(CO)n1c(SCc2cc(=O)oc3cc(C)ccc23)nc2ccccc2c1=O (stereo unspecified),-27,-6,2.1,2,-2,-5,30,0.7,1.1
CC(=O)OC(C(=O)NC1CCCCC1)c1ccc(Cl)c(Cl)c1 (stereo unspecified),-2,-13,-1.8,-2,-3,-2,-12,1.1,1.1
C/C=C/COc1nc2c(c(=O)n(C)c(=O)n2C)n1C,2,12,-0.3,-3,-2,0,-5,1,0.88
O=c1[nH]c(-c2ccccc2Cl)nc2c1sc(=S)n2-c1ccccc1,-6,1,1.9,-2,-9,0,8,0.92,0.99

# Quoted at random: two records from the list.
SMILES,GRIN3A LBD mod,hIAP inh,MPTP inh,A3A deaminase,APOBEC3G inh,MIN6 prolif,mIAP block,mIAP activ,hIAP activ
COc1ccc(-n2c(SCC(=O)Nc3ccccc3)nnc2-c2ccc(NS(=O)(=O)c3ccc(C)cc3)cc2)cc1,-3,3,-1.9,0,-3,-2,13,0.87,0.97
O=C(CCC(=O)N/N=C/c1c[nH]c2ccccc12)NCc1ccccc1,4,10,0.6,-1,1,0,-1,1,0.9

# Next compounds
SMILES,GRIN3A LBD mod,hIAP inh,MPTP inh,A3A deaminase,APOBEC3G inh,MIN6 prolif,mIAP block,mIAP activ,hIAP activ
O=C(CNS(=O)(=O)c1ccccc1)N1CCCC1,-2,-14,-1.1,-1,-1,-2,2,0.98,1.1
COc1ccc(OC)c(S(=O)(=O)Nc2c(F)cccc2F)c1,1,8,0.3,6,-2,0,-5,1.1,0.92
O=C(NC1=NCCS1)c1cccc(NC(=O)c2ccco2)c1,2,-16,-0.3,-7,-9,-1,-6,1.1,1.2
Cc1ccc(CNC(=O)CCn2ccc3cc(S(=O)(=O)N4CCCC4)ccc32)cc1,1,6,-3.0,-3,-4,-3,-11,1.1,0.94
CCC(NC(=O)c1cccc(Cn2cc([N+](=O)[O-])cn2)c1)c1ccc(C(C)C)cc1 (stereo unspecified),-7,13,-0.7,3,0,-3,5,0.95,0.87
O=C(Nc1ccc(Cl)c(S(=O)(=O)N2CCOCC2)c1)c1ccc2c(c1)OCCO2,-2,5,0.4,-6,-4,0,-29,1.3,0.95
CCOc1cc(C=O)cc(N=Nc2cccc([N+](=O)[O-])c2)c1O,-11,7,5.6,-5,-7,-4,8,0.92,0.93
CCSc1nnc(-c2ccc(S(=O)(=O)NCc3cccs3)cc2)o1,3,-38,3.1,-4,-5,-4,1,0.99,1.4
CCCn1c(CCC(=O)Nc2ccccc2Cc2ccccc2)nc2cc(S(=O)(=O)N3CCOCC3)ccc21,-7,-5,-0.3,-4,-7,-2,-2,1,1
CCC(C)(C)n1nnnc1C(c1ccc(OC)c(OC)c1)N1CCN(c2ccc(OC)cc2)CC1 (stereo unspecified),0,-31,1.4,-7,-4,0,-18,1.2,1.3
CCCC(=O)Nc1ccc2nc(SCC(=O)Nc3ccc(N4CCOCC4)c(Cl)c3)sc2c1,2,-8,-1.6,63*,12,-4,-20,1.2,1.1
CS(=O)(=O)Cc1ccc(C(=O)NC(c2ccccc2)c2ccccc2)cc1,-3,-3,-0.1,-3,-9,-3,2,0.98,1
CC(C)OC(=O)CC12CN3CC(CC(=O)OC(C)C)(CN(C1)C(=O)c1ccccc1C3=O)C2=O,-2,-21,-1.1,-2,-5,-4,0,1,1.2
CCCCc1cc(C(=O)Cc2ccccn2)c(O)cc1O,0,-2,-0.4,-1,-10,-3,2,0.97,1
CN(C)/C=C(\C=O)c1cccc(Cl)c1,-2,11,0.5,0,-1,-2,-2,1,0.89
CC(C)CN(CCCNC(=O)CN1C(=O)COc2ccc(S(=O)(=O)N3CCCCCC3)cc21)CC(C)C,-1,-45,-0.9,-1,-2,0,-69,1.7,1.5
O=C(NCc1ccc(Cl)cc1)C1CCN(S(=O)(=O)N2CCOCC2)CC1,-4,-3,2.3,0,-8,1,7,0.93,1
CCOC(=O)c1c(S(=O)(=O)NCCc2ccc(OC)c(OC)c2)c(C)n(C)c1C,0,-23,-0.7,-5,-6,-2,-2,1,1.2
CN1C(=O)c2ccc(Oc3ccccc3)cc2C1=O,0,-34,0.9,-4,-5,-2,-5,1.1,1.3
Clc1cccc(-c2nnc3n2CCCCC3)c1,-2,-4,-0.4,1,-4,-2,9,0.91,1
CC(C)(C(=O)N[C@H](CO)c1ccccc1)C(=O)N[C@H](CO)c1ccccc1,2,7,-0.2,-3,-6,0,-2,1,0.93
CCOC(=O)CSc1nnc(CCc2nc3ccccc3[nH]2)n1C,0,-9,-0.8,-1,-5,-3,12,0.88,1.1
CCCn1c(=O)c(C(=O)Nc2cccc(C)c2)c(O)c2ccccc21,0,15,4.0,-2,-3,-4,5,0.95,0.85
CCCOC(=O)C1=C(C)N(C)C(=O)NC1c1cc2c(cc1Br)OCO2 (stereo unspecified),-5,10,-0.3,0,-1,-2,-1,1,0.9
Cc1ccc(CNC(=O)CSc2nc3ccccc3c(=O)n2CC2CCCO2)cc1 (stereo unspecified),-3,8,-1.0,-2,-8,2,1,0.99,0.92

# Whole records, quoted from the list. Order of screens: GRIN3A LBD mod | hIAP inh | MPTP inh | A3A deaminase | APOBEC3G inh | MIN6 prolif | mIAP block | mIAP activ | hIAP activ
# CN(C)/C=C(\C=O)c1cccc(Cl)c1 as listed: -2 | 11 | 0.5 | 0 | -1 | -2 | -2 | 1 | 0.89
# O=C(CNS(=O)(=O)c1ccccc1)N1CCCC1 as listed: -2 | -14 | -1.1 | -1 | -1 | -2 | 2 | 0.98 | 1.1

# Remaining list, next part:
SMILES,GRIN3A LBD mod,hIAP inh,MPTP inh,A3A deaminase,APOBEC3G inh,MIN6 prolif,mIAP block,mIAP activ,hIAP activ
CCCCN1C(=S)SC(C)(C)C1/[N+]([O-])=C/c1cccnc1 (stereo unspecified),0,-30,-0.5,-1,-4,0,8,0.92,1.3
CNC(=O)c1nnc(Cc2ccc(Cl)cc2)o1,2,10,-0.9,-6,-8,0,8,0.92,0.9
Cc1n[nH]c(=O)n1-c1ccc(Oc2ccccc2)cc1,-1,-1,-1.3,-2,-3,2,11,0.89,1
COc1cc(NC(=O)COC(=O)c2cnccn2)c(C)cc1[N+](=O)[O-],0,-12,1.2,-2,-7,-1,-7,1.1,1.1
CN(C)c1ccc(C(=O)N2CC(=O)N(CCc3ccccc3)C(=O)C2)cc1,-2,21,0.8,-3,-8,-1,-2,1,0.79
CC1(C)CC2CC(C)(CN2/C=N/c2sc3c(c2C#N)CC(C)(C)NC3(C)C)C1 (stereo unspecified),-2,1,-1.7,-3,-2,-4,-4,1,0.99
CCC(c1nnnn1Cc1ccco1)N(Cc1ccccc1OC)Cc1cc2cc(C)ccc2[nH]c1=O (stereo unspecified),-13,-40,-2.3,-3,-6,-3,8,0.92,1.4
